miR-122 sensor: miR-122 inhibition in Huh7 cells; Huh7 miR-122 Renilla luciferase sensor, 48 h; neutral wells = 0, positive control = 100; activation (reporter increase), % at 12.5 µM; 340,000 tested, 0.3% active; AID 602342;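 active = mean replicate activation score at least 90 and every replicate individually at or above 90; inconclusive = only one of the two criteria met; inactive = neither criterion met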;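 note: higher luciferase means less miR-122 activity so hits act as miR-122 inhibitors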
Casp6 inh: blocks human caspase-6 cleavage activity; P55212; purified caspase-6, Z-VEID-R110 cleavage fluorescence; inhibition, % at 12.5 µM; 350,000 tested, 0.53% active; AID 686996;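 active = mean inhibition across replicates at least about 35%, with every replicate also reaching that limit, limit read from the data; inconclusive = only one of the two criteria met; inactive = neither criterion met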;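 note: 0% = median of neutral control wells and 100% = no fluorescence left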
Target sequence (P55212 24-179 limits assumed): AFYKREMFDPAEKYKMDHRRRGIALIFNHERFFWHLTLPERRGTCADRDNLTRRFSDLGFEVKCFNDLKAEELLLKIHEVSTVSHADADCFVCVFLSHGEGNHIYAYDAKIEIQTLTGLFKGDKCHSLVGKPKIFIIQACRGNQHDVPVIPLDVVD
Target sequence (P55212 194-293 limits assumed): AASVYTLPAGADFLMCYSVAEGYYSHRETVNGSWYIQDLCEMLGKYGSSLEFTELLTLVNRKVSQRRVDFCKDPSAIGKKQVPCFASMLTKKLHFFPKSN
F508del corr: CFTR F508del correction in bronchial cells | CFBE cells, YFP halide quenching; stimulated with forskolin plus potentiator P3; % fluorescence drop versus neutral controls | activity (quench increase), % at 7.58 µM | 350,000 tested, 0.36% active | AID 720511;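 active = mean added fluorescence quench of at least 8% versus neutral control, with both replicates also reaching 8%; inconclusive = only one of the mean or replicate conditions met; inactive = mean below 8% and not both replicates reaching 8%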;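 note: cells transiently co-express mutant CFTR-F508del with the halide-sensitive YFP; corrector assay measuring rescue of mutant channel to the surface after 24 h compound exposure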
ERAP1 inh: blocks human ERAP1 aminopeptidase activity. inhibition, % at 10.7 µM. recombinant ERAP1, Leu-AMC fluorescence, 60 min. 340,000 tested, 0.15% active. AID 652197. Q9NZ08;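 active = mean replicate inhibition of at least 30%, or all replicates individually reaching that 30% level; inactive = mean below 30% and not every replicate reaching it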;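 note: 0% = neutral control wells and 100% = L-leucinethiol positive control wells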
DENV2 CPE rescue: protects cells from dengue virus 2 cytopathic effect; DENV2-infected cells, cytopathic effect rescue, plate reader; CPE inhibition, % at 9.99 µM; 350,000 tested, 1.7% active; in the data active = CPE inhibition above about 20%, passing the limit was not always enough; inconclusive = no clear call, values can overlap the other calls; tested in BHK-21 cells;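 note: 0% = median of neutral control wells and 100% = median of positive control wells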
ERp5 inh: ERp5 (human) disulfide isomerase inhibition | inhibition, % at 9.99 µM | ERp5 insulin aggregation, absorbance 650 nm, 90 min | 350,000 tested, 0.05% active;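 active = mean replicate inhibition above about 25%, with every replicate also reaching it, limit read from the data, passing the limit was not always enough; inconclusive = only one of those two criteria met; inactive = neither criterion met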
Target sequence (Q15084 whole entry, looked up): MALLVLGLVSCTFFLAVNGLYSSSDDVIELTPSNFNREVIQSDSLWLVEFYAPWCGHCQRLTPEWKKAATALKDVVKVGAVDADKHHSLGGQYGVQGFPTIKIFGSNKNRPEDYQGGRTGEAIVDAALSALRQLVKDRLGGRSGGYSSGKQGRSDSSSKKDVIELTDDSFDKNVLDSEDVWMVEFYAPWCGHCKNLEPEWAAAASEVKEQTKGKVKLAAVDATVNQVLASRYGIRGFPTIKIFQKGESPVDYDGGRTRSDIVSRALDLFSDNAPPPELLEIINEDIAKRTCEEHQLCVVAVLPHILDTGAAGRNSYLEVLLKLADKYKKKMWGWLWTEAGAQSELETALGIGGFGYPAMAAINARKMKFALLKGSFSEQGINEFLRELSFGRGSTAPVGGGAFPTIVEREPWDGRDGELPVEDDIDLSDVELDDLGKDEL
SIRT5 inh: sirtuin-5 (human) deacylase inhibition; Q9NXA8; Purified SirT5, succinyl-peptide AMC, trypsin-coupled fluorescence; inhibition, % at 15 µM; 330,000 tested, 1.1% active; in the data active = inhibition above about 15%; inconclusive = no clear call, values can overlap the other calls
Target sequence (Q9NXA8 whole entry, looked up): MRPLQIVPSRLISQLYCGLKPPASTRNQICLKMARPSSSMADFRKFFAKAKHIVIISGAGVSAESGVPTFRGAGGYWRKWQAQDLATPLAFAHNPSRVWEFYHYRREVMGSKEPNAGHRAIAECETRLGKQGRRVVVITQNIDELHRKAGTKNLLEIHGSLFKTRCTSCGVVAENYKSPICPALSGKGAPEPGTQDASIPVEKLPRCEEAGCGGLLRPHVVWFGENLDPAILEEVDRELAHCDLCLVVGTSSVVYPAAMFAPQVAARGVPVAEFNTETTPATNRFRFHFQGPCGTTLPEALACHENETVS
The depositor's hits bear a star; ? = inconclusive; . = not tested or not shown; & = joins results of further samples; [ ] = another dose, or the depositor's remark.

SMILES	miR-122 sensor	Casp6 inh	F508del corr	ERAP1 inh	DENV2 CPE rescue	ERp5 inh	SIRT5 inh
CCOc1cccc(-c2cc(-c3n[nH]c(=S)n3CC)c3ccccc3n2)c1	6	4	2.1	-1	-5	3	2
C[C@@H]1CN([C@H](C)CO)C(=O)c2cc(NC(=O)Nc3ccc(C(F)(F)F)cc3)ccc2O[C@@H](C)CCCCO[C@@H]1CN(C)C(=O)Cc1ccccc1	-5[16.7 µM]	2	2.7	-1	82*	-5	0
COC(=O)CCCC1=CC2=CC(=O)C(C)(OC(=O)c3cccs3)C(=O)C2=CN1CCCCO (stereo not given)	-1	.	1.3	-4	-7	6	.
COc1ccc([C@H]2C[C@@H](n3cc(-c4ccc(F)cc4)nn3)[C@H](O)CN2C(=O)C2CCCCC2)cc1	20	3	0.7	2	-10	-2	-3
O=S(=O)(Cc1ccccc1)NCC[C@@H]1CC[C@H](NS(=O)(=O)c2ccc(F)cc2)[C@@H](CO)O1	.	1	2.2	0	1	4	-3
O=C(CCCOc1ccccc1)NCCc1nc2ccccc2[nH]1	-1	0	2.6	3	20	3	-3
CCn1c(-c2cc(-c3cc(C)ccc3C)nc3ccccc23)n[nH]c1=S	.	1	.	10	0	-1	0
CN1C(=O)CC(=O)N(C)c2cc(S(=O)(=O)N(C)Cc3ccccc3)ccc21	0	0	5.0	7	-4	-3	-1
CC(=O)Nc1ccc(NC(=O)CC(NC(=O)c2ccccc2)c2ccccc2)cc1 (stereo not given)	1	-4	-2.4	-3	3	1	10
CCc1nc(SCC(=O)Nc2cc(C)on2)c2c(=O)n(C)c(=O)n(C)c2n1	.	0	0.1	3	1	-3	7
COc1ccc(OC)c(-c2csc(NC(=O)CSCC(=O)Nc3cc(C)on3)n2)c1	-6	-3	0.8	-1	-1	-1	3
CCN(Cc1ccccc1)C(=O)COC(=O)[C@@H]1CCCN1C(=O)c1cccs1	-8	-3	-3.3	-1	-2	5	1
O=C1CN(S(=O)(=O)Cc2ccccc2)C[C@H]2[C@@H](c3ccc(C#Cc4cccc(F)c4)cc3)[C@@H](CO)N12	.	-1	4.8	0	-4	-2	10
CCCC[C@@H]1CNC(=O)C(=O)N1CCc1cccc(F)c1	.	-3	-0.6	3	10	0	.
CCOC(=O)/C(C#N)=C/c1cccc(C)c1	-8	-2	-0.2	0	-2	6	-2
CC(=O)c1ccc(S(=O)(=O)N2CCCCC2C(=O)O)cc1 (stereo not given)	-18	8	1.3	-1	1	7	0
O=C(Cc1ccccc1)NCC(=O)N1CCCC1	0	-3	2.1	-2	-1	0	-2
CCN(CC(=O)Nc1c(F)cccc1F)C(=O)CN1C(=O)C2CCCCC2C1=O (stereo not given)	-1	-1	1.4	1	8	3	-2
CC(=O)N1[C@H](CO)[C@H](c2ccc(C3=CCCC3)cc2)[C@H]1CNC(=O)CN(C)C	0[16.7 µM]	.	-1.3	.	?	.	.
Cc1cc(C(=O)Nc2cccc3c2O[C@@H](CN(C)Cc2ccc(Oc4ccccc4)cc2)[C@H](C)CN([C@@H](C)CO)C3=O)n(C)n1	-2[16.7 µM]	1	-2.2	3	-5	-1	2
CC(C)(C)OC(=O)Nc1ccccc1-n1nnnc1C(C(=O)c1ccc(F)cc1)N1CCN(c2ccccn2)CC1 (stereo not given)	.	0	-2.7	-2	-10	-1	-1
O=C(Nc1ccccc1F)N[C@@H]1CC[C@H](CCNS(=O)(=O)c2ccccc2)O[C@@H]1CO	.	-1	-1.3	3	3	0	3
NC(=O)C1CCN(CC(O)CSc2ccccc2)CC1 (stereo not given)	-2	0	-1.2	3	0	6	-1
Cc1ccc(Cn2cc(C(=O)NN)c(=O)c3ccc(F)cc32)cc1	0	-5	-5.1	-5	-3	0	-7
CCCSc1nnc(NC(=O)Nc2ccccc2OC)s1	-4	-1	4.6	.	0	3	3

Complete entries, quoted from the list.
`O=C(Cc1ccccc1)NCC(=O)N1CCCC1` is entered as miR-122 sensor = 0; Casp6 inh = -3; F508del corr = 2.1; ERAP1 inh = -2; DENV2 CPE rescue = -1; ERp5 inh = 0; SIRT5 inh = -2
`CCN(CC(=O)Nc1c(F)cccc1F)C(=O)CN1C(=O)C2CCCCC2C1=O` (stereo not given) is entered as miR-122 sensor = -1; Casp6 inh = -1; F508del corr = 1.4; ERAP1 inh = 1; DENV2 CPE rescue = 8; ERp5 inh = 3; SIRT5 inh = -2

(more compounds)
SMILES	miR-122 sensor	Casp6 inh	F508del corr	ERAP1 inh	DENV2 CPE rescue	ERp5 inh	SIRT5 inh
COc1ccc(Cl)cc1NC(=O)CCS(=O)(=O)c1ccc(Br)cc1	5	88*	-0.6	-1	1	1	-2
CN(C)CCCN(C(=O)c1ccc(S(=O)(=O)N2CCCCCC2)cc1)c1nc2cc3c(cc2s1)OCO3	-1	-21	2.1	-4	-1	4	.
C[C@H](O)C#Cc1cnc2c(c1)C(=O)N([C@H](C)CO)C[C@H](C)[C@H](CN(C)C(=O)Cc1ccccn1)O2	1[16.7 µM]	-1	-8.4	0	2	0	-1
CC(CC(=O)Nc1ccc2c(c1)c(=O)n(C)n2-c1ccccc1F)c1ccccc1 (stereo not given)	3	5	2.6	3	-2	-3	-2
CCOC(=O)C1CCN(Cc2cc(=O)oc3cc(C)ccc23)CC1	3	-1	2.1	2	2	3	-2
COc1ccc(OC)c(/C=C/C(=O)OCC(=O)NC2CCCCCCC2)c1	-4	-2	-1.2	0	2	0	-2
COCC(=O)N1CC[C@@H]2[C@H]1c1cc(-c3ccc(C#N)cc3)ccc1N[C@@H]2CO	-5[16.7 µM]	.	2.1	.	-19	.	.
CC(C)c1ccc(NC(=O)Cc2cn(C)c3ccccc23)cc1	.	1	1.7	-9	8	-6	-1
O=C(c1ccccc1)N1C[C@H]2[C@@H](c3ccccc31)[C@@H](CO)N2S(=O)(=O)c1ccccc1	-24[16.7 µM]	2	-2.2	3	8	-5	0
O=C(c1ccccc1)c1cccs1	.	-6	-2.2	-1	-7	2	-4
CN(c1ccccc1)S(=O)(=O)c1ccc(C(=O)Nc2ccncc2)cc1	3	6	-2.1	-1	-3	-1	2
COc1ccccc1N(CC(O)CN1C(C)CCCC1C)S(=O)(=O)c1ccccc1 (stereo not given)	-1	0	1.8	1	14	-1	-5
CC(=O)c1ccc(N2CCN(S(=O)(=O)c3cc4[nH]c(=O)c(=O)[nH]c4cc3C)CC2)cc1	1	-4	0.7	.	7	-1	.
Cc1nn(C)c(C)c1S(=O)(=O)N1CCC(C(=O)NCC2COc3ccccc3O2)CC1 (stereo not given)	.	1	0.8	.	20	-2	.
COc1cccc(-c2ccc3n(c2=O)C[C@H]2[C@H](CO)[C@@H](C(=O)N(C)C)N(C(=O)C4CCC4)[C@@H]32)c1	-6[16.7 µM]	-2	-0.2	4	18	-7	-9
Cc1cccc(/C=N/NC(=O)Cn2nnnc2N)n1	-8	-1	-0.4	.	8	0	.
O=C(C[C@@H]1C[C@H]2c3cc(NC(=O)NC4CCCC4)ccc3O[C@H]2[C@H](CO)O1)NCc1ccccc1	3[16.7 µM]	0	-1.9	-4	-11	-4	1
Cn1c(=NC(=O)COc2ccccc2)sc2cccc(F)c21	2	-1	-3.8	.	-3	2	-8
CC(C)NC(=O)Nc1ccc2c(c1)CC(=O)N([C@H](C)CO)C[C@@H](C)[C@@H](CN(C)Cc1ccc(Oc3ccccc3)cc1)O2	97*[16.7 µM]	0	-2.1	2	-20	?	5
O=C(Nc1cccc(S(=O)(=O)N2CCCC2)c1)[C@@H]1O[C@H](CO)[C@@H](O)[C@H]1O	-7	-1	-2.9	0	7	6	-2
CC(C)CC1C(=O)N(Cc2cn(CCC3OCCCO3)nn2)CCS(=O)(=O)N1Cc1ccc(-c2ccncc2)cc1 (stereo not given)	0	-3	-3.2	0	-2	1	1
CNC(=O)C1=C(C)NC(=S)NC1c1cccs1 (stereo not given)	-6	1	-3.5	-2	3	0	-6
CC(C)NC(=O)N(C)C[C@@H]1OCCCC[C@@H](C)Oc2ccc(NS(C)(=O)=O)cc2C(=O)N([C@H](C)CO)C[C@H]1C	1[16.7 µM]	-1	-3.6	-3	-2	-1	0
CCN(CC)C(=O)Cn1cnc([N+](=O)[O-])n1	.	-5	-2.1	-1	5	-4	-2
COC(=O)C1=C[C@@H](C(=O)OC)[C@@H]2C3=C(C(=O)C2(C)C)[C@H](c2ccccc2)[C@@H]2C(=O)N(C)C(=O)[C@@H]2[C@@H]3C1	.	-2	-0.4	-4	-8	-1	-12

(list continues)
SMILES	miR-122 sensor	Casp6 inh	F508del corr	ERAP1 inh	DENV2 CPE rescue	ERp5 inh	SIRT5 inh
COc1ccc(NC(=O)Cn2nnc(C(=O)Nc3ccc(F)c(Cl)c3)c2N)cc1OC	1	-4	-0.6	-1	-1	-15	-1
CN1CCN(CCCNC(=O)c2ccc3c(=O)n(CCc4ccccc4)c(=O)[nH]c3c2)CC1	.	-14	-6.2	6	0	1	0
Cc1ccc(C2(C)NC(=O)N(CC(=O)Nc3ccc(N4CCOCC4)cc3N3CCOCC3)C2=O)cc1 (stereo not given)	.	0	0.3	-1	?	-2	2
O=C(C1CCN(c2nnc(-n3cccc3)s2)CC1)N1CCCCC1	-1	2	0.1	2	-4	-1	-2
CC(C)(C)OC(=O)NCCCCCNC(=O)c1[nH]cnc1C(=O)Nc1nccs1	-4	-4	0.3	-4	.	1	.
COC(=O)C1=CN(c2ccc(Oc3ccccc3)cc2)C(N)=C(C#N)C1c1cccc(OC)c1OC (stereo not given)	.	-1	2.1	0	-12	1	-1
COc1ccsc1NC(=O)OCc1ccc(Cl)cc1	5	2	0.4	-3	-3	3	-4
CCOn1c(=O)c(-c2ccc(F)cc2)[n+]([O-])c2ccccc21	3	1	-2.4	-7	9	0	-5
CC1CCC2(CC1)NC(=O)N(CC(=O)Nc1ccc(F)cc1)C2=O (stereo not given)	4	-3	1.6	-2	4	-6	3
CCNC(=O)[C@@H]1[C@@H](CO)[C@@H]2Cn3c(ccc(/C=C/c4ccccc4)c3=O)[C@H]1N2C(=O)C1CCC1	0[16.7 µM]	-2	-4.2	3	14	-5	-120
Cc1nn(-c2ccc(N3CCCCC3)nn2)c(C)c1CCC(=O)Nc1cccc(F)c1	-5	-1	-2.2	2	15	.	9
Cc1ccc(OC(=O)N(C)C[C@H]2OCc3cn(nn3)CCCC(=O)N([C@H](C)CO)C[C@@H]2C)cc1	-1	1&-2	0.2&0.3	-2&1	-7&-9	-3&-2	-2&3
Cc1cccc(NC(=O)CN2CCN(C(=O)C3CCN(C(=O)/C=C/c4ccccc4)CC3)CC2)c1C	.	0	0.1	2	-3	7	-4
Cc1noc(C)c1NC(=O)N[C@@H]1C=C[C@H](CC(=O)NCc2ccc(Cl)c(Cl)c2)O[C@@H]1CO	.	1	-1.4	-2	11	.	-1
COc1ccc(OC)c(C2Nc3ccccc3NC3=C2C(=O)CC(C)(C)C3)c1 (stereo not given)	.	4	-2.6	1	12	1	20*
CCN1CCN(c2ccc(S(=O)(=O)N3CCOCC3)cc2NC(=O)/C=C/c2cccc(OC)c2OC)CC1	-1	-2	3.6	1	?	-1	3
COc1ccc(S(=O)(=O)N(C)C[C@@H]2Oc3ccc(NC(=O)Cc4ccccc4)cc3C(=O)N([C@@H](C)CO)C[C@@H]2C)cc1	0[16.7 µM]	-3	-1.0	1	20	1	0
Cc1nc(S(=O)(=O)N(C)Cc2ccccc2)c(C#N)c(C)c1Cl	-2	2	.	-1	.	-6	17*
Cc1cccc(OC(=O)c2cccnc2)c1C	-6	-4	-4.8	1	1	0	.
CCc1ccccc1N1CC23C=CC(O2)C(C(=O)OCC(C)C)C3C1=O (stereo not given)	4	-2	-2.0	2	-3	-3	-3
OC(CN1CCOCC1)C12CC3CC(CC(C3)C1)C2 (stereo not given)	-2	9	-1.3	2	-9	-3	-2
COc1cccc(S(=O)(=O)N2CCC3(CC2)CN(C(=O)Nc2cccc(F)c2)[C@@H](CO)c2[nH]c4cc(OC)ccc4c23)c1	.	0	1.5	-5	-8	0	-1
O=C(C[C@@H]1CC[C@H]2NC[C@H](O)COC[C@@H]2O1)NCc1ccc2c(c1)OCO2	-1[16.7 µM]	.	-0.6	.	1	.	.

Entries listed so far shown as hits in Casp6 inh:
SMILES	miR-122 sensor	Casp6 inh	F508del corr	ERAP1 inh	DENV2 CPE rescue	ERp5 inh	SIRT5 inh
COc1ccc(Cl)cc1NC(=O)CCS(=O)(=O)c1ccc(Br)cc1	5	88*	-0.6	-1	1	1	-2

Source: PubChem BioAssay
